APE1 inh: APE1 (human) endonuclease inhibition. recombinant APE1, TAMRA/BHQ-2 abasic DNA cleavage fluorescence. P27695. Potency, µM (doses to about 65.8 µM), for inactives: at the highest dose activity change, negative = inhibition, hits mostly inhibitors. AID 2517. 350,000 compounds, 0.35% hits;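 further: potency means the concentration at half of the fitted maximal effect; plate controls were vehicle for no effect and reference inhibitor for full effect; nearly all actives have a fitted effect of over 55% in size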
Target sequence (P27695 whole entry, looked up): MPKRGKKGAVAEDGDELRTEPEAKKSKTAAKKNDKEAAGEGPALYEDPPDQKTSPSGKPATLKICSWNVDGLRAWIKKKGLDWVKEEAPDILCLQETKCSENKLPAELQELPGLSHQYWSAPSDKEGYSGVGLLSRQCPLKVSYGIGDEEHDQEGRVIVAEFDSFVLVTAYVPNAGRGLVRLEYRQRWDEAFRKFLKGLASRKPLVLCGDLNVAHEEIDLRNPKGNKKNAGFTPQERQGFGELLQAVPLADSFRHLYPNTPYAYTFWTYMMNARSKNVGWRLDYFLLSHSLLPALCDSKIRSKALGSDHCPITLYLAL
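Measures dequenching upon AP-site incision of a 5'-TAMRA/3'-BHQ-2 THF-containing duplex, 50 nM; human APE1 0.75 nM after 15 min room-temperature exposure to compound; kinetic three-point read at one-minute spacing.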
LDHA block: blocks human lactate dehydrogenase A; purified LDHA, NADH/diaphorase-resazurin fluorescence; stronger effect = lower value; activity change, % (values are at about 110 or 230 µM); 480,000 compounds, 0.15% hits; AID 1347041; in the data active means activity change below about -30%; inconclusive means mostly about -25% to -30%;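 further: plate controls were DMSO wells for no effect and wells without enzyme for full effect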
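Human LDH5 (2 nM) was incubated with 0.06 mM NADH and 0.2 mM pyruvate for 5 min at room temperature in Tris pH 7.4. Remaining NADH was coupled through diaphorase/resazurin, and resorufin fluorescence was read at 0 and 20 min.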
POLK inh: blocks human DNA polymerase kappa activity | 400,000 compounds, 0.53% hits | Q9UBT6 | purified Pol kappa, fluorescent DNA synthesis assay, 10 min | Potency, µM (doses to about 107 µM), without a hit: at the highest dose activity, negative = inhibition, usual class: inhibitors; further: potency means the concentration at half of the fitted maximal effect; on the % scale 0 is the no-effect control and ±100 the full control effect
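Readout: fluorescence, taken kinetically at 0 and 10 min. Conditions: 10 nM Pol kappa, 15 min RT compound preincubation, 50 nM substrate final. Controls: enzyme-free buffer wells.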
Glioma ERSR ind: inducers of ER stress response in human glioma cells; U87-MG GRP78 promoter luciferase reporter, 16 h; Potency, µM, for inactives: at the highest dose activation, most hits filed as activators; 420,000 compounds, 0.02% hits; AID 602332; further: potency means the concentration at half of the fitted maximal effect; series mostly up to about 76 µM; % of control where 0% means no effect; nearly all actives have a fitted effect of over 35% in size
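Stably transfected U87-MG human glioma cells carrying a GRP78-based luminescent sensor were seeded at 1000 cells/well, pin-dosed with compounds and incubated 16 h. Luciferase reagent was then added, and end-point luminescence was read after 10 min at room temperature.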
POLH inh: inhibitors of human DNA polymerase eta; Potency, µM (top dose mostly 114 µM), inactives show at the highest dose activity change, negative = inhibition, usual class: inhibitors; recombinant Pol eta, fluorescent DNA replication assay; 390,000 compounds, 1.2% hits; further: potency means the concentration at half of the fitted maximal effect; on the % scale 0 is the no-effect control and ±100 the full control effect
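Fluorescent replication assay: 50 nM final substrate added after a 15 min room-temperature compound preincubation with 10 nM enzyme. Signal taken at 0 min and again at 10 min.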
Anesthetic bind: binds horse apoferritin like a general anesthetic; P02791; apoferritin/1-aminoanthracene competitive binding, fluorescence; Potency, µM (highest dose often 77.5 µM), for the others: top-dose activity change, negative = displacement, actives largely listed as inhibitors; 350,000 compounds, 0.074% hits; further: potency means the concentration at half of the fitted maximal effect; on the % scale 0 is the no-effect control and ±100 the full control effect; nearly all actives have a fitted effect of over 20% in size
Target sequence (P02791 2-175 limits assumed): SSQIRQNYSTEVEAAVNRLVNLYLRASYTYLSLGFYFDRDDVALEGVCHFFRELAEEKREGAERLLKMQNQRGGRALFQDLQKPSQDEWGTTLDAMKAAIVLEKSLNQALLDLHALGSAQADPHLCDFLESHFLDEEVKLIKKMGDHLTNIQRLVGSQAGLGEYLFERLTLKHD
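Apoferritin-based anesthetic binding model; compound displacement of fluorescent 1-AMA measured as endpoint fluorescence after 10 minutes at room temperature, scaled to free-ligand and complex controls.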
POLB inh: blocks human DNA polymerase beta activity. AID 485314. Potency, µM (top dose mostly 114 µM), without a hit: at the highest dose activity change, negative = inhibition, most hits filed as inhibitors. Pol beta primer extension/strand displacement, fluorescence kinetic. P06746. 340,000 compounds, 1.3% hits; further: potency means the concentration at half of the fitted maximal effect; on the % scale 0 is the no-effect control and ±100 the full control effect
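Pol beta (10 nM) was preincubated with compound for 15 min at room temperature. The reaction was then started with 50 nM substrate and read immediately and after a further 10 min at room temperature.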
BLM inh: Bloom syndrome helicase (human) inhibition; P54132; recombinant BLM DNA unwinding, fluorescence dequenching; Potency, µM (series often up to 56.1 µM), without a hit: top-dose activity change, negative = inhibition, most hits filed as inhibitors; 350,000 compounds, 0.2% hits;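 further: potency means the concentration at half of the fitted maximal effect; plate controls were vehicle for no effect and no enzyme for full effect; nearly all actives have a fitted effect of over 35% in size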
POLI inh: DNA polymerase iota (human) inhibition | Q9UNA4 | Pol iota fluorescent replication assay, 10 min | Potency, µM (highest dose often 115 µM), for inactives: at the top dose activity, negative = inhibition, hits mostly inhibitors | 390,000 compounds, 1% hits | AID 588590; further: potency means the concentration at half of the fitted maximal effect
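Fluorescent replication assay read twice, at 0 min and 10 min after adding 50 nM (final) substrate. Enzyme (10 nM) and compounds were first incubated 15 min at room temperature; enzyme-free buffer wells were negative controls.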
Numbers without * were called inactive; ? = inconclusive; · = no result given; & = joins results of further samples; [ ] = dose if it differs, or a comment. Unless noted, the call rests on the fitted dose curve; in most records, active means well fitted curve in the direction sought with a large enough effect; inconclusive means small, poorly fitted or top-dose-only effect, or another doubt; inactive means no such curve, though single readings can be large; an effect the other way counts as inactive or inconclusive.

canonical_smiles | APE1 inh | LDHA block | POLK inh | Glioma ERSR ind | POLH inh | Anesthetic bind | POLB inh | BLM inh | POLI inh
Cc1cccc(N2CCN(C(=O)CN3C(=O)COc4ccc(S(=O)(=O)N5CCOCC5)cc43)CC2)c1C | · | 0.1 | -5.4% | -2.4% | -25.2% | -5.9% | -1.0% | -7.9% | 62.0%[activator]
CCN(CC)N=Nc1ccc(S(=O)(=O)Nc2nc(C)cc(C)n2)cc1 | 4.7%&15.9% | 0.5&-4.7 | 5.0%&3.5% | -5.8%&0.6% | -2.8%&-3.2% | -4.2%&-11.2% | 17.4%&25.9% | -0.1%&-3.0% | 29.7%&-20.1%
Cc1nc2ccccc2c2c1C(=O)N(Cc1cccnc1)C2=O | -1.3% | 1.6 | 2.2% | -1.7% | -7.0% | -10.6% | -1.6% | 2.9% | 6.9%
CCc1ccc(-c2cc(C(F)(F)F)n3nc(C(=O)Nc4c(C)nn(Cc5ccc(F)cc5)c4C)cc3n2)s1 | 1.4% | 2.3 | -8.6% | -5.2% | -13.5% | -14.6% | 18.0% | -1.1% | 27.3%
COc1ccc(C2NC(=S)NC3=C2CCCC3=C2SCCS2)cc1 (stereo not given) | -1.4% | -3.4 | -5.1% | 8.8% | 5.6% | -16.3% | -0.2% | -10.6% | 14.3%
COC(=O)[C@H](Cc1ccc(O)cc1)NC(=O)Cn1cnc2c(OCc3ccccc3)ncnc21 | 44.1% | -8.1 | -8.3% | -3.4% | -9.4% | · | · | · | -10.4%
COCC(C)OC(=O)c1c(N)n(CC(C)C)c2nc3ccccc3nc12 (stereo not given) | 10.5% | 3.1 | -11.4% | -4.1% | 6.0% | 411.9%[activator] | 20.1% | 0.6% | ?
O=C(CN1CCCc2ccccc21)Nc1cccc(S(=O)(=O)N2CCOCC2)c1 | 3.1% | 0.1 | -6.2% | -3.0% | -19.3% | · | · | · | 18.4%
O=C1OC(c2cccs2)=N/C1=C\c1ccc(-c2ccccc2Cl)o1 | -0.3% | -8.3 | -12.5% | -6.2% | -29.6% | -3.2% | ? | -12.6% | ?
CCN(Cc1ccccc1)C(=O)c1ccc(C(=O)N(CC)Cc2ccccc2)cc1 | 4.8% | -9.6 | -14.7% | -4.9% | -8.9% | -14.6% | 19.7% | -7.4% | -1.9%
CCCCNC(=O)Nc1ccccc1CC | -1.6% | -5.0 | 5.3% | -4.7% | -21.3% | -2.8% | ? | -10.7% | 12.5%
COc1ccc(S(=O)(=O)N2CCCOC2CNC(=O)C(=O)NCc2ccccn2)cc1 (stereo not given) | -6.6% | -3.7 | -14.8% | -5.6% | -9.5% | -10.6% | 12.5% | -3.4% | 6.0%
CC(=O)Nc1ccccc1C(=O)C(=O)Nc1cccc(C(=O)NCC2CCCO2)c1 (stereo not given) | -0.8% | -3.7 | -5.1% | 0.5% | -3.3% | -1.8% | 14.1% | -1.2% | 115.4%[activator]
O=C(COC(=O)c1ccc(O)cc1)Nc1cc(S(=O)(=O)N2CCOCC2)ccc1N1CCOCC1 | · | -1.8 | 1.8% | -3.2% | -3.3% | · | · | · | -26.7%
COc1cc(/C=C/C(=O)Nc2nnc(CC(C)(C)C)s2)cc(OC)c1OC | ? | -1.6 | 3.3% | -5.3% | -11.3% | 1.3% | 53.1% | 1.0% | 138.9%[activator]
O=C(NCCC1CCCCN1S(=O)(=O)c1ccc(F)cc1)C(=O)Nc1ccccc1 (stereo not given) | -2.1% | -7.9 | -16.5% | -2.9% | -3.4% | · | · | · | 58.2%[activator]
CCOC(=O)N1CCN(C(=O)C2CCN(C(=O)c3ccc([N+](=O)[O-])cc3)CC2)CC1 | 13.4% | -4.5 | -0.9% | 2.8% | -14.1% | -5.3% | 41.5% | -2.0% | 28.7%
COc1ccc(N2C(=O)N3[C@H](c4ccc(Cl)cc4)[C@@H]4C(=O)N(C5CCCCC5)C(=O)[C@@H]4[C@]3(C)C2=O)cc1 | 5.1% | -2.4 | -21.0% | -1.4% | -14.4% | -17.4% | 1.5% | -14.0% | -10.0%
O=C(NNC(=O)c1ccccc1O)c1ccccc1O | · | 9.9 | -4.4% | -8.9% | -6.2% | · | · | · | ?
COc1ccc(/C=N/NC(=O)Cc2ccc(Cl)cc2)cc1OC | 3.9% | -5.3 | 3.0% | -3.3% | -8.2% | -24.0% | -5.0% | -3.3% | 68.3%[activator]
Cc1ccc2c(c1)C1CN(C)CCC1N2S(=O)(=O)c1ccc(Oc2ccc([N+](=O)[O-])cc2)cc1 (stereo not given) | -4.3% | -1.2 | -10.8% | -4.4% | -19.0% | -14.9% | -0.3% | -2.7% | -15.2%
O=C(Nc1ccccn1)c1ccc(Br)s1 | 40.4%[activator] | -9.9 | -16.2% | -4.2% | -7.5% | ? | 0.5% | -4.1% | 137.9%[activator]
CCC1CCCCN1CCCNC(=O)c1cc2c(=O)n(CC)c3ccccc3c2s1 (stereo not given) | · | 1.8 | -17.1% | -1.7% | -2.8% | -2.2% | 4.9% | 38.8%[activator] | -12.3%
CCn1cc(C(C)(C)C)c(C#N)c1NC(C)=O | -1.7% | -1.4 | -0.3% | -7.6% | -12.4% | -5.0% | 6.1% | -0.7% | 9.2%
N#C/C(=N\Nc1cccc(C(F)(F)F)c1)C(=O)c1ccsc1 | -4.0% | -6.4 | -13.3% | 0.3% | -4.2% | -7.0% | -11.4% | -3.7% | -13.5%
CC(=O)C[C@H]1c2ccccc2S(=O)(=O)N1c1ccccc1 | · | -7.4 | -12.3%&2.9% | -3.7%&-2.0% | -17.1% | · | · | · | 16.5%&5.8%
C=CCn1c(N)c(C(=O)Nc2ccccc2OC)sc1=S | -6.3% | 1.0 | 4.3% | 5.3% | -18.0% | -17.5% | 2.2% | -6.7% | 20.5%
NC(=O)NCCCC(=O)NCC(c1ccccc1Cl)c1c[nH]c2ccccc12 (stereo not given) | 11.2% | -3.2 | -2.2% | -5.5% | -22.0% | -10.4% | 6.2% | -4.7% | 29.0%
CCOc1cc(CNc2ncnc3nc[nH]c23)ccc1OC | -1.4% | -2.1 | 0.2% | -1.2% | -19.4% | 58.7%[activator] | 21.9% | 2.9% | 42.9%[activator]
Cc1ccc(C(=O)N/N=C\c2ccc([N+](=O)[O-])o2)cn1 | 13.7% | -1.8 | -9.6% | -6.2% | -1.9% | -14.6% | 1.0% | -6.4% | 9.4%
CC(C)(C)c1ccc(C(=O)COC(=O)CN2C(=O)NC3(CCCC3)C2=O)cc1 | 23.5% | 2.6 | -17.0% | -2.4% | -16.7% | 25.1µM* | 0.7% | -5.3% | 19.3%
O=C(Oc1ccccc1)N1CCC2(CC1)CCN(c1ccccn1)CC2 | -0.9% | · | -10.2%[60.1 µM] | 1.8% | · | · | · | 3.5% | ·
CCNC(=O)C/C(C)=N/NC(=O)C1CCCCC1 | -0.1% | -7.9 | -13.7% | -0.3% | 1.1% | 0.2% | 28.0% | -0.7% | 22.2%
COc1ccc(S(=O)(=O)N2CCCCCC2)cc1C(=O)OCC(=O)NC(C)(C)C | -5.5% | -6.9 | 6.8% | -3.2% | -14.3% | -12.3% | -14.0% | -0.1% | 21.7%
Cc1nn(CCC(=O)O)c(C)c1C | 3.4% | 1.6 | -1.2% | -4.2% | -6.0% | -12.7% | 28.2% | -3.9% | 16.2%
CCN(Cc1ccccc1)C(=O)CC1Oc2ccccc2NC1=O (stereo not given) | -2.5% | 0.9 | -3.6% | -3.1% | -21.4% | -18.9% | 21.5% | 1.6% | 18.5%
CCOc1ccc(NC(=O)Cn2c(=O)n(CCCCC(=O)NCc3ccc4c(c3)OCO4)c(=O)c3ccccc32)cc1 | · | -6.2 | -36.8% | -7.4% | -16.2% | 1.5% | 1.7% | -7.0% | ?
CCCCCCC(=O)Nc1ccc(S(=O)(=O)Nc2onc(C)c2C)cc1 | · | -13.7 | -22.0% | 0.5% | -17.7% | · | · | · | -2.3%
C/C(CCN1CCc2nc(-c3ccccc3)c(-c3ccccc3)cc2C1)=N\OC[C@@H](O)COCc1ccco1 | 1.3%[12.4 µM] | · | · | -4.7% | · | ? | · | -1.8%[12.4 µM] | ·
CC(=O)C1=C(c2ccccc2)N(C(C)=O)n2c(nnc2C2CCCCC2)S1 | · | 2.1 | 0.5%[60.1 µM] | 3.0% | ? | -6.3% | 0.0% | -4.5% | -1.2%
CCC(=O)N1c2ccccc2NC2=C(C(=O)CC(C)(C)C2)C1c1cccnc1 (stereo not given) | -0.4% | -4.7 | 2.8% | -4.0% | 0.9% | -1.3% | 69.5% | -0.9% | -12.3%
O=S(=O)(CCc1ccccc1)/N=C/c1cccs1 | -1.5% | -6.5 | -1.6% | 1.0% | -1.8% | -13.7% | 21.9% | 0.3% | 2.8%
O=C(O)c1ccccc1C(=O)OCc1c(-c2ccccc2)ncc2ccccc12 | 6.4% | 1.2 | -5.0% | -2.0% | 2.2% | · | · | · | ?
COc1cccc(NC(=O)CSc2nnc(-c3cc(C)n(-c4ccccc4)c3C)o2)c1 | -2.4% | 2.1 | -14.3% | -13.0% | -7.1% | -20.5% | 28.9% | -11.0% | -17.0%
CCOC(=O)C1CCN(C(=O)C2CCCN(c3ncnc4c3nc3n4CCCCC3)C2)CC1 (stereo not given) | 46.1%[activator] | 1.2 | 10.4% | -2.5% | -13.3% | -11.3% | 6.7% | -0.1% | -10.6%
O=C(N1CCCCC1)C1(S(=O)(=O)c2ccccc2)CC=CC1 | -1.3% | -11.1 | 0.2% | -4.4% | -19.2% | -6.2% | 53.0% | -1.8% | 26.1%

Screens deposited in PubChem by National Center for Advancing Translational Sciences (NCATS).

A portion of the library; the hit share may differ from the screen's.
